# Screening data from PubChem.
# mHtt clearance – mutant huntingtin protein clearance; inhibition, % at 1.5 µM; hit rate 0.42% among 47,000; HeLa Exon1htt(103Q)mCFP, aggregate imaging; zero = plate's median compound well;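 active = inhibition of aggregate fluorescence above about 70%, also judged a hit by eye on the cell image, limit read from the data, passing the limit was not always enough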;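 note: cells exposed to compound for three days before fixation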
# mHtt clearance grain fraction – recorded beside mHtt clearance, whose call it bears; fraction fluorescence in grains; measured here: aggregate grain fluorescence fraction; active compounds read low;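 scaled fraction of total cell fluorescence in grains with unit not stated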
# Starred values were filed as active, the others as inactive.
mHtt clearance	mHtt clearance grain fraction	molecule
-12	23	Cc1ccnc(Sc2ncccc2[N+](=O)[O-])n1
-20	25	Cc1ccc2c(CN3CCN(CCO)CC3)cc(=O)oc2c1
0	18	S=C(c1ccc[nH]1)N1CCOCC1
-13	38	c1ccc(-c2nc(NC3CC3)nc(-n3ccnc3)n2)cc1
7	22	COc1ccc(CCNC2=C(Cl)C(=O)N(CCc3ccccc3)C2=O)cc1OC
27	15	c1ccc(OCCOc2ccccc2-c2nnco2)cc1
5	22	Clc1ccc(Sc2cnc3ccccc3n2)cc1
41	12	Cn1nnc2cc(C(=O)N3CCSCC3)ccc21
-48	55	CCOc1cc(CNn2cnnc2)ccc1OCC(=O)NC1CCCCC1
16	36	O=C(NCCN1CCOCC1)c1cc(-c2ccc(Cl)cc2)on1
-85	36	Cc1cc2c3c(c1)C1(C(=O)N3C(C)(C)CC2C)C(C#N)=C(N)OC2=C1C(=O)CC(C)(C)C2 (stereo not drawn)
9	28	Cc1[nH]n2c(=O)c3c(nc2c1-c1ccccc1)CCCC3
-25	24	N#Cc1c[nH]n2c(=O)cc(Cc3ccccc3)nc12
-15	43	c1coc(Cn2c(SCc3nc4ccccc4[nH]3)nnc2-c2cnccn2)c1
0	38	Cc1onc(-c2ccccc2Cl)c1C(=O)NCCN1CCOCC1
-24	62	COc1ccc(NC(=O)N(CCC(C)C)C(C)c2ccccn2)c(OC)c1 (stereo not drawn)
5	16	Nc1nc(CSc2ccccn2)nc(Nc2ccccc2)n1
-3	35	CC(=O)N(CC(=O)Nc1nn(-c2ccccc2)nc1C(N)=O)Cc1ccccc1
3	19	CC(C)CC(=O)N1CCN(S(=O)(=O)c2ccccc2)CC1
6	37	COCCOC(=O)C1=C(C)Nc2ncnn2C1c1ccc(F)cc1 (stereo not drawn)
-25	48	COC(=O)C1=C(N)Oc2cc(C)n(CC3CCCO3)c(=O)c2C1c1ccccc1 (stereo not drawn)
-15	39	Nc1c(S(=O)(=O)c2cccc(Cl)c2)c2nc3ccccc3nc2n1CCN1CCOCC1
-3	24	CCNc1nc(Cl)nc(N(NC(C)=O)C(C)CC)n1 (stereo not drawn)
-8	42	COc1ccc(Nc2ccc3nnc(-c4ccc(Br)cc4)n3n2)cc1
-62	33	O=C(NCc1cccnc1)C1CCN(S(=O)(=O)N2CCC3(CC2)OCCO3)CC1

mHtt clearance	mHtt clearance grain fraction	molecule
34	13	CC(C)C(c1nnnn1C1CCCCC1)N1CCCc2ccccc21 (stereo not drawn)
-12	52	O=C1CCCCCC1C1(O)C(=O)Nc2ccccc21 (stereo not drawn)
5	37	C#CCn1c(S(=O)(=O)Cc2ccc(F)cc2)nc(-c2ccccc2)c1-c1ccccc1
-27	23	CC(C)N(C(=O)COc1ccc(Br)cc1Cl)C(C)C
24	15	c1ccc(Cn2ccc(-c3cnc(-c4ccccc4)s3)n2)cc1
14	38	CCCCOC(=O)C1=C(C)Nc2ncnn2C1c1ccc(OC)c(OC)c1OC (stereo not drawn)
46	24	CCOC(=O)C1CCCN(c2c(NCCN3CCCCC3CC)c(=O)c2=O)C1 (stereo not drawn)
2	33	CCOc1ccc(NC(=O)C(C)Sc2nnc(C)n2C)cc1 (stereo not drawn)
-11	41	C(=C\CSc1nnnn1-c1ccccc1)/CSc1nnnn1-c1ccccc1
-13	20	NC(=O)C(c1ccccc1)C1CCCC1 (stereo not drawn)
-15	23	Cc1ccc(Cn2c(SCC(N)=O)nc3c2c(=O)n(C)c(=O)n3C)cc1
11	36	C=CCn1c(N)c(C(=O)Nc2ccccc2OC)sc1=S
-5	39	O=C1c2cccc3cccc(c23)C(=O)N1c1cccnc1
24	37	CCN(Cc1ccccc1)C(=O)CC1Oc2ccccc2NC1=O (stereo not drawn)
26	24	Cc1nn(CCC(=O)O)c(C)c1C
12	21	COc1ccc(CNC(=O)CN(Cc2ccc(C)cc2)S(=O)(=O)c2ccc(Cl)cc2)cc1
-5	32	Cc1nc2ccccc2c2c1C(=O)N(Cc1cccnc1)C2=O
-48	27	COc1ccccc1NC(=O)CC(=O)CSc1nnc(-c2ccc(C)cc2)n1C
-1	34	CC1=C(C(=O)Nc2ccccc2)C(c2ccccc2)N2C(=O)CSC2=N1 (stereo not drawn)
9	35	COc1cc(OC)c(OC)cc1CN1CCCC(C(=O)N2CCCCC2)C1 (stereo not drawn)
10	17	CC(C)CNc1nc2c(c(=O)n(C)c(=O)n2C)n1Cc1cccc(Br)c1
26	27	COc1ccc(C2(C(=O)Nc3ccc(C(=O)N4CCOCC4)cc3)CCOCC2)cc1
42	23	Cc1cccc(N2CC(C)Cn3c2nc2c3c(=O)n(CC(=O)OCc3ccccc3)c(=O)n2C)c1 (stereo not drawn)
-16	41	O=S(=O)(Nc1ccc(N2CCCCC2)cc1)c1cccc2cccnc12
-64	32	O=C(Nc1ccc2c(c1)OCCO2)c1cnc2ccccn2c1=O

mHtt clearance	mHtt clearance grain fraction	molecule
-18	22	COC(=O)CCSc1nccn1Cc1ccccc1
48	22	O=C1CC(c2ccccc2)n2nc(NS(=O)(=O)c3ccccc3)nc2N1 (stereo not drawn)
26	13	CCOC(=O)CNC(=O)c1cnn2cccnc12
-46	27	COC(=O)CSc1nc(C(C)C)nc2ccccc12
60	14	CCC(C)(C)NC(=O)C(c1cccn1C)N(C(=O)Cn1nnc2ccccc21)c1ccc(F)cc1 (stereo not drawn)
4	35	CCc1ccc(-c2nc(CN3CCCC(C(=O)NCCc4ccc(OC)c(OC)c4)C3)c(C)o2)cc1 (stereo not drawn)
-42	25	COc1ccccc1CNC(=O)C1CCN(S(C)(=O)=O)CC1
3	20	COC(=O)CCCCC1SCC(NC(=O)OC)C1NC(=O)OC (stereo not drawn)
-52	30	Cc1cccc(NC(=O)C2CCCN(C(=O)Nc3ccccc3)C2)c1C (stereo not drawn)
-36	27	CN(C)c1nc(OCC(=O)NC(C)(C)C)nc(N(C)C)n1
-58	28	CCOc1cc(-c2cc(-c3ccccc3)nc(N)c2C#N)ccc1O
-54	28	CC(C)(C)NS(=O)(=O)c1ccc2nc(NC(=O)Cc3cccs3)sc2c1
-29	44	O=C(Nc1c(Cl)cccc1Cl)C1CCC1
-14	46	COc1cc(-c2nnc(-c3ccc(S(=O)(=O)c4ccccc4)cc3)o2)cc(OC)c1OC
-22	49	Cc1nnc(-c2ccccc2)c[n+]1[O-]
0	20	O=C(Cn1cccc1)N1CCN(C(c2ccccc2)c2ccccc2)CC1
-20	21	COc1ccc(C(=O)N2CCC(C(=O)Nc3ccc4c(c3)OCCO4)CC2)cc1
-44	26	CS(=O)(=O)NCCSCc1c(F)cccc1Cl
30	13	Cc1cccc(Nc2nc(N3CCCCC3)nc(N3CCCCC3)n2)c1
24	28	CCCC(=O)OCC(=O)Nc1cc(C(C)(C)C)nn1-c1ccccc1
-22	45	CC(C)OCCCN1C(=O)c2ccccc2C1C(=O)NC1CCCCC1 (stereo not drawn)
-70	33	CCn1cc(C(=O)N=c2sc3ccccc3n2C)c(=O)c2ccc(C)nc21
20	16	O=C(COC(=O)CSc1nnc(-c2ccc(Cl)cc2)o1)NCc1ccc2c(c1)OCO2
32	22	CC1CCN(C(=S)c2ccc3c(c2)OCO3)CC1
-34	24	Cc1cc(C#N)c(C)c(SCc2[nH]nc3c2C(c2ccccc2)C(C#N)=C(N)O3)n1 (stereo not drawn)

mHtt clearance	mHtt clearance grain fraction	molecule
-54	30	O=C(CSc1ncnc2c1oc1ccccc12)c1cccs1
-7	19	CC12CCC(C(=O)NCCCn3ccnc3)(OC1=O)C2(C)C (stereo not drawn)
-23	22	CCSc1ccccc1C(=O)N1CCN(Cc2ccc3c(c2)OCO3)CC1
-182	111	O=c1cc(-c2ccccc2)[nH]c2ccccc12
-6	40	CCC1=Nc2ccccc2NC2=C1C(=O)CCC2
45	25	COc1cccc(Cn2nnc(C(=O)Nc3ccc(C)cc3)c2N)c1
-28	54	Cc1ccc(NC(=O)/C(C#N)=C/c2cccs2)c(C)c1
40	18	CCC(C)(C)n1nnnc1C(c1cc2cc(C)ccc2[nH]c1=O)N1CCCc2ccccc21 (stereo not drawn)
40	14	Cc1c(Cl)cccc1Nc1nc(N)nc(CN2CCc3ccccc3C2)n1
-9	18	COc1ccc(OC)c(S(=O)(=O)Nc2ccccc2C(=O)O)c1
18	36	Cc1nnc(SCC(=O)N(C(C)C)C(C)C)nc1C
28	26	O=C(CS(=O)(=O)c1c[nH]c2ccccc12)NC1CCCCC1
2	38	COCCn1c(C)cc(C(=O)CSc2ncn[nH]2)c1C
-30	49	O=C(CCCc1ccccc1)Nc1cccnc1
8	35	Cc1ccc(C(C(=O)NC2CCCCC2)N(CC2CCCO2)C(=O)CNC(=O)c2cccs2)cc1 (stereo not drawn)
62	13	CCOc1cc(C(=O)CSc2nnc(CNc3ccc(Cl)cc3)o2)ccc1NC(=O)CC
-22	52	Cc1cc(C(=O)COC(=O)c2csc3c2CCCC3)c(C)n1C
-23	46	Cc1nn(Cc2ccccc2)c(C)c1NC(=O)c1cc2nc(-c3ccco3)cc(C(F)(F)F)n2n1
0	21	COc1ccc(CCC(=O)Nc2ccc(-c3noc(-c4ccc(OC)c(OC)c4)n3)cc2)cc1
-2	40	O=C(CCCn1c(SCC(=O)c2ccc(Cl)cc2)nc2ccccc2c1=O)NCc1ccco1
20	31	CCOc1cc(/C=C2/C(=O)N(c3ccccc3)N=C2C)ccc1OC(=O)c1cccs1
28	15	CCC(c1nnnn1C1CCCC1)N(Cc1cccs1)Cc1cc2cccc(C)c2[nH]c1=O (stereo not drawn)
-40	48	CCOc1ccccc1CN1CCN(S(=O)(=O)CC)CC1
-33	26	COc1ccccc1Cc1nc(-c2ccc(C)cc2)no1
22	31	Cn1c(=O)n(CCc2ccccc2)c(=O)c2c1nc1n2CCCN1CCc1ccccc1

# Quoted from the results shown for reference:
mHtt clearance	mHtt clearance grain fraction	molecule
-34	24	Cc1cc(C#N)c(C)c(SCc2[nH]nc3c2C(c2ccccc2)C(C#N)=C(N)O3)n1 (stereo not drawn)
-54	30	O=C(CSc1ncnc2c1oc1ccccc12)c1cccs1
-7	19	CC12CCC(C(=O)NCCCn3ccnc3)(OC1=O)C2(C)C (stereo not drawn)
-23	22	CCSc1ccccc1C(=O)N1CCN(Cc2ccc3c(c2)OCO3)CC1
-182	111	O=c1cc(-c2ccccc2)[nH]c2ccccc12
-6	40	CCC1=Nc2ccccc2NC2=C1C(=O)CCC2
45	25	COc1cccc(Cn2nnc(C(=O)Nc3ccc(C)cc3)c2N)c1
-28	54	Cc1ccc(NC(=O)/C(C#N)=C/c2cccs2)c(C)c1
40	18	CCC(C)(C)n1nnnc1C(c1cc2cc(C)ccc2[nH]c1=O)N1CCCc2ccccc21 (stereo not drawn)
40	14	Cc1c(Cl)cccc1Nc1nc(N)nc(CN2CCc3ccccc3C2)n1
-9	18	COc1ccc(OC)c(S(=O)(=O)Nc2ccccc2C(=O)O)c1
18	36	Cc1nnc(SCC(=O)N(C(C)C)C(C)C)nc1C
28	26	O=C(CS(=O)(=O)c1c[nH]c2ccccc12)NC1CCCCC1
2	38	COCCn1c(C)cc(C(=O)CSc2ncn[nH]2)c1C
-30	49	O=C(CCCc1ccccc1)Nc1cccnc1
8	35	Cc1ccc(C(C(=O)NC2CCCCC2)N(CC2CCCO2)C(=O)CNC(=O)c2cccs2)cc1 (stereo not drawn)
62	13	CCOc1cc(C(=O)CSc2nnc(CNc3ccc(Cl)cc3)o2)ccc1NC(=O)CC
-22	52	Cc1cc(C(=O)COC(=O)c2csc3c2CCCC3)c(C)n1C
-23	46	Cc1nn(Cc2ccccc2)c(C)c1NC(=O)c1cc2nc(-c3ccco3)cc(C(F)(F)F)n2n1
0	21	COc1ccc(CCC(=O)Nc2ccc(-c3noc(-c4ccc(OC)c(OC)c4)n3)cc2)cc1
-2	40	O=C(CCCn1c(SCC(=O)c2ccc(Cl)cc2)nc2ccccc2c1=O)NCc1ccco1
20	31	CCOc1cc(/C=C2/C(=O)N(c3ccccc3)N=C2C)ccc1OC(=O)c1cccs1
28	15	CCC(c1nnnn1C1CCCC1)N(Cc1cccs1)Cc1cc2cccc(C)c2[nH]c1=O (stereo not drawn)

# Continued.
mHtt clearance	mHtt clearance grain fraction	molecule
-6	20	O=C(O)c1cccnc1SCCc1ccccc1
41	19	CC1Cc2ccccc2N1Cc1nc2scc(-c3cccs3)c2c(=O)[nH]1 (stereo not drawn)
-68	78	COc1cc(OC)c(NC(=O)c2ccoc2C)cc1Cl
-24	61	COc1ccc(C2NC(=O)NC(C)=C2C(=O)Nc2cccc(C)c2C)cc1 (stereo not drawn)
14	27	CCc1ccc(C(=O)COC(=O)CNC(=O)c2ccc(N3C(=O)c4ccccc4C3=O)cc2)cc1
-21	25	Cc1ccc(C(C)C)cc1C(=O)CC1(O)C(=O)N(C)c2ccccc21 (stereo not drawn)
-6	23	CCn1c(=N)c(S(=O)(=O)c2ccc(F)cc2)cc2c(=O)n3ccccc3nc21
-16	54	Clc1cccc(Cl)c1COc1ccncc1
74*	9.8*	CCCCn1nc(-c2ccccc2)c2nc3ccccc3nc21
-10	20	O=C(O)c1ccc(F)c(S(=O)(=O)Nc2ccccc2Cl)c1
-9	44	O=C(Nc1nnc(C2CC2)s1)c1cc(S(=O)(=O)N2CCN(c3ccccc3)CC2)ccc1Cl
14	17	CC(C)NC(=O)c1c2c(nc3ccccc13)CCCC2
13	35	Cc1cc(C)n(C(=O)CNC(=O)CCc2ccccc2)n1
36	12	Cc1ccc(C(=O)COC(=O)c2cccs2)cc1
-27	24	CCSc1nc2c(c(-c3ccc(C)o3)c1C#N)CCCC2
2	22	CC1CCN(CCCn2c(=S)[nH]c3ccccc3c2=O)CC1
-51	35	CCOC(=O)C1CCN(C(=O)COc2ccc(Cl)cc2C)CC1
-25	21	O=C1CC(SCCO)C(=O)N1c1ccc(Oc2ccccc2)cc1 (stereo not drawn)
26	28	Cc1occc1-c1nnc(SCC(=O)N(C)CCC#N)n1N
-23	28	N#Cc1cc(Cl)c(N2CCOCC2)cc1C#N
3	18	COc1cc(-c2noc(-c3cccs3)n2)cc(OC)c1OC

# A portion of the library; count on the stated rates, not on these rows.
